Screening data (PubChem)
CHO-K1 Ca PAM – counter-screen for M1 PAMs: effect in parental CHO-K1 cells; ATP EC20, Fluo-8 calcium fluorescence; 0% at ATP EC20, 100% at ATP max; activation, % at 3 µM; 360,000 tested, 0.02% active; AID 602247;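 active = activation above the run cutoff, the mean activation of all test compounds plus 3 SD, cut at about 40% in these data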;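 also: peak over basal fluorescence ratio in a 140 s read after ATP addition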
M1 antag – blocks human M1 muscarinic receptor | P11229 | CHO-K1 hM1, Fluo-8 calcium fluorescence, ACh EC80 antagonist | inhibition, % at 3 µM | 360,000 tested, 1.3% active | AID 588852;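 active = percent inhibition above its own plate's cutoff, namely the mean of that plate's compound wells plus 3 SD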;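 also: peak over basal fluorescence ratio during 140 s after agonist addition; 0% = ACh EC80 plus DMSO and 100% = DMSO alone without agonist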
Target sequence (P11229 whole entry, looked up): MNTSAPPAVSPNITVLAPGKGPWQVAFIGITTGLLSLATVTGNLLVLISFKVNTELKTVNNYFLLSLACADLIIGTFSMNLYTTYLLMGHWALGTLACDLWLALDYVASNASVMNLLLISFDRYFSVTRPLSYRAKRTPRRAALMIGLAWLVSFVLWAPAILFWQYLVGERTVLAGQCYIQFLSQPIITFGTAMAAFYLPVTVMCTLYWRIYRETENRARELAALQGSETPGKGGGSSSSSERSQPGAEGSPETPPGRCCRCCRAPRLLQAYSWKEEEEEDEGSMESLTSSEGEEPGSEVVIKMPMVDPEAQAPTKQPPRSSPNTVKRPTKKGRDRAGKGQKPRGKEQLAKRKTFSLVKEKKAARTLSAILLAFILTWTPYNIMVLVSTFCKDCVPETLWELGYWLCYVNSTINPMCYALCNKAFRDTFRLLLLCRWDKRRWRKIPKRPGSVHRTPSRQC
TAAR1 agonist – agonists of human TAAR1. Q96RJ0. 360,000 tested, 0.99% active. CHO RD-HGA16 TAAR1, Fluo-8 calcium fluorescence; vehicle wells 0%, saturating PEA agonist 100%. activation, % at 3 µM;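 active = activation above the mean activation of all test compounds in the run plus 3 SD, cut at about 38% in these data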
Target sequence (Q96RJ0 whole entry, looked up): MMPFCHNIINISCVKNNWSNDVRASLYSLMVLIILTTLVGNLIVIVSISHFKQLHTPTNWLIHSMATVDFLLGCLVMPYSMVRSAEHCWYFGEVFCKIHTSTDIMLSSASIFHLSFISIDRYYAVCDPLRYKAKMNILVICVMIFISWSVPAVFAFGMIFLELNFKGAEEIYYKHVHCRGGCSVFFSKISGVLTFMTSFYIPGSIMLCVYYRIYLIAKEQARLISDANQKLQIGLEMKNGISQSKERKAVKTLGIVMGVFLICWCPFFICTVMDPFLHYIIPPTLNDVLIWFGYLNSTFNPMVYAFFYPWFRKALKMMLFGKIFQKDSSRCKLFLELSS
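Benchmarks: low control DMSO, high control PEA (EC100); System: CHO RD-HGA16 cells carrying human TAAR1 plus Gα16; Detection: Fluo-8 fluorescence, 5 s baseline then 140 s kinetic read; Schedule: 17-24 h plating, Fluo-8 75 min 37 °C, 30 min RT; Read-out basis: % activation from peak over basal fluorescence ratio, DMSO-to-PEA scaled.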
CHRM1 PAM – potentiates human M1 receptor response to acetylcholine | activation, % at 3 µM | CHO-K1 hM1, Fluo-8 calcium fluorescence, ACh EC20; 0% = ACh EC20, 100% = maximal ACh | 360,000 tested, 0.088% active; in the data active = activation above about 19%, passing the limit was not always enough
TAAR1 antagonist – antagonists of human TAAR1; Q96RJ0; inhibition, % at 3 µM; 360,000 tested, 1.5% active; CHO RD-HGA16 TAAR1, Fluo-8 calcium fluorescence, antagonist; AID 624466;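 active = inhibition above a per-plate cutoff, the mean inhibition of test compounds on that plate plus 3 SD, cut at about 49% in these data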;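 also: 0% = DMSO plus EC80 beta-PEA response and 100% = DMSO alone without agonist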
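Test system – hTAAR1-expressing CHO RD-HGA16 cells, Gα16-coupled · Also added – β-PEA at EC80 concentration, post-compound challenge · Compound – 3 µM, single point · Incubation – dye loading 75 min at 37 °C, then 30 min room temperature · Measured by – Fluo-8 intracellular calcium dye fluorescence, real-time kinetic reads · Benchmarks – vehicle and agonist controls · Replicates – singlicate, one well per test compound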
CHO-K1 Ca ag – nonselective activator or artifact in parental CHO-K1 cells; Fluo-8 calcium fluorescence; scaled to maximal ATP response, vehicle zero; AID 602248; activation, % at 3 µM; 360,000 tested, 0.48% active; in the data active = activation above about 15%;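 also: untransfected CHO-K1 host cells lacking M1 receptor as counterscreen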
CHO parental Ca – counter-screen: ATP calcium response change in parental CHO cells; parental CHO-K1, ATP-induced calcium, Fluo-8 fluorescence; inhibition, % at 5.6 µM; 330,000 tested, 0.63% active; AID 463079;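 active = inhibition above that plate's mean sample inhibition plus 3 SD, cut at about 26% in these data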;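 also: 0% = ATP-challenged DMSO wells and 100% = DMSO wells without ATP; some compounds past the cut are filed as inactive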
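Assay system – parental CHO cells · Reagent – ATP stimulus · Detection – intracellular calcium via Fluo-8 no-wash fluorescent dye · Evaluation – percent inhibition of ATP-evoked calcium rise, normalized to controls · Controls – ATP wells versus no-ATP DMSO wells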
CHO-K1 Ca antag – counter-screen for M1 antagonists: effect in parental CHO-K1 cells; ATP-induced calcium, Fluo-8 fluorescence; 360,000 tested, 0.6% active; inhibition, % at 3 µM;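 active = inhibition above a per-plate cutoff, the plate's mean sample inhibition plus 3 SD, cut at about 24% in these data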;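 also: 0% = DMSO plus EC80 ATP and 100% = DMSO alone without ATP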
CHRM1 agonist – agonists of human M1 muscarinic receptor; 360,000 tested, 0.33% active; activation, % at 3 µM; AID 588814; CHO-K1 hM1, Fluo-8 calcium fluorescence, agonist mode; 0% DMSO, 100% acetylcholine EC100;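 active = activation above the run's mean compound activation plus 3 SD, cut at about 16% in these data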;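 also: peak over basal fluorescence ratio within a 140 s kinetic read after compound addition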
Numbers without * were called inactive; nt = no result given.

SMILES	CHO-K1 Ca PAM	M1 antag	TAAR1 agonist	CHRM1 PAM	TAAR1 antagonist	CHO-K1 Ca ag	CHO parental Ca	CHO-K1 Ca antag	CHRM1 agonist
CC(C)(C)NC(=O)CSc1nc(N)c(NC(=O)c2ccccc2F)c(=O)[nH]1	1	4	0	2	-12	0.1	5	8	-6
COc1ccc(Cc2c(-c3cccc(Cl)c3)nc3ccc(Cl)cn23)c(C)c1	-2	-25	-1	-5	-4	-0.3	nt	-4	-5
COc1ccccc1NC(=O)N(Cc1cc2cc(OC)c(OC)cc2[nH]c1=O)CC1CCCO1 (stereo unspecified)	8	3	2	0	12	1.9	-31	-2	-3
COC(=O)Cc1ccc(NC(=S)NCc2ccc(F)cc2)cc1	14	5	4	-2	-7	1.5	-3	-8	-3
O=C(c1ccc([N+](=O)[O-])cc1)N1CCN(c2cccc3[nH]ccc23)CC1	-7	-2	1	1	13	0.2	-8	2	-5
O=C1OCCN1C(=O)[C@H]1[C@H](c2ccc(F)cc2)C(c2ccc(F)cc2)=NN1c1ccccc1	8	1	15	-5	17	0.9	-7	-10	-6
CCC(C)n1c(OC)nc2c1c(=O)n(C)c(=O)n2C (stereo unspecified)	3	-1	6	-9	-7	0.9	8	1	0
COc1cc2ccccc2cc1C(=O)N1CCN(c2ccccn2)CC1	11	-3	-2	6	-10	1.3	-1	-13	-4
Cc1nc(-c2cccc(NS(C)(=O)=O)c2)cs1	24	-2	7	3	3	0.9	-12	-11	-4
CCOC(=O)CCCNC(=O)CCCNC(=O)C(c1ccccc1)c1ccccc1	-3	-6	10	3	-18	0.4	-17	-10	-4
Cc1ccc(S(=O)(=O)Nc2ccccc2F)cc1C(=O)NCCCN1CCCC1=O	6	-7	5	3	2	0.3	-1	-3	-2
CCCCNC(=O)Cn1cnc2sc(C(=O)OCC)c(C)c2c1=O	-6	18	8	-6	-8	0.4	-7	9	-2
Cc1ccc2[nH]c(C(=O)N3CCOCC3)cc2c1	-12	-19	1	16	2	-0.5	5	25*	-2
O=S(=O)(c1ccc(Br)s1)N1CCN(c2ccnc3cc(Cl)ccc23)CC1	-23	6	3	4	-10	0.5	9	7	0
CC1(C)Oc2ccc(C(=O)N/N=C/c3ccc(O)cc3)cc2NC1=O	5	0	2	7	2	1.0	-5	3	-3
O=C(C1CC1)N1N=C(c2cccc(Br)c2)CC1(O)C(F)(F)F (stereo unspecified)	-1	-8	13	-6	22	-0.6	-17	-1	-8
COc1ccc(-c2cc(C(=O)N3CC(C)CC(C)C3)c3ccccc3n2)cc1OC (stereo unspecified)	7	-6	3	3	7	1.4	-26	-8	-5
CC(C)Nc1nc(NCCOc2ccccc2Cl)c2sc(-c3ccccc3)cc2n1	-1	1	0	-4	-3	0.9	nt	12	-2
COc1cccc(-n2c(SCC(=O)Nc3ccc4c(c3)CCC4)nc3ccccc3c2=O)c1	3	6	5	1	-8	0.1	-1	3	-3
COc1ccc(-c2noc(N3CCC(C(=O)NCCCN4CC(C)CC(C)C4)CC3)n2)cc1 (stereo unspecified)	4	23	1	-16	-33	1.5	-24	-6	-5

Some of these compounds in order of molar mass, smallest number first.
SMILES	CHO-K1 Ca PAM	M1 antag	TAAR1 agonist	CHRM1 PAM	TAAR1 antagonist	CHO-K1 Ca ag	CHO parental Ca	CHO-K1 Ca antag	CHRM1 agonist
CC(C)(C)NC(=O)CSc1nc(N)c(NC(=O)c2ccccc2F)c(=O)[nH]1	1	4	0	2	-12	0.1	5	8	-6
CCOC(=O)CCCNC(=O)CCCNC(=O)C(c1ccccc1)c1ccccc1	-3	-6	10	3	-18	0.4	-17	-10	-4
O=C1OCCN1C(=O)[C@H]1[C@H](c2ccc(F)cc2)C(c2ccc(F)cc2)=NN1c1ccccc1	8	1	15	-5	17	0.9	-7	-10	-6

Following part:
SMILES	CHO-K1 Ca PAM	M1 antag	TAAR1 agonist	CHRM1 PAM	TAAR1 antagonist	CHO-K1 Ca ag	CHO parental Ca	CHO-K1 Ca antag	CHRM1 agonist
Cc1cccc(NC(=O)CCSc2nncn2C)c1	-7	-7	14	10	-5	0.0	-5	7	-7
Nc1ncnc2c1ncn2[C@@H]1O[C@H](C(=O)N2CCSC2)[C@@H](O)[C@H]1O	-7	-22	6	1	-15	-0.7	nt	-3	-4
COc1ccc(OC)c(Nc2ccc(C(=O)O)cc2[N+](=O)[O-])c1	26	-5	0	8	17	0.5	-3	-12	-5
CCOC(=O)COc1nc(C)c(Br)c(OC)n1	14	-30	1	11	14	0.2	-1	-12	-1
CC(=O)c1cccc(CN2CCC(C(=O)Nc3ccc(Oc4cccnc4)cc3)CC2)c1	-28	30*	5	-12	-7	1.2	-10	12	-6
COCCCNC(=O)c1ccccc1NS(=O)(=O)c1ccc(C)cc1	14	-4	11	3	-2	0.2	3	-3	-3
O=C(CN1C(=O)c2ccccc2C1=O)Nc1ccc2c(c1)OCO2	7	16	21	-11	-3	0.1	-3	-10	-6
Cc1ccc(S(=O)(=O)N(CC(=O)O)Cc2ccccc2)cc1	-7	0	nt	2	nt	0.5	0	8	-5
Cc1ccc(OCC(=O)c2ccc3c(c2)CCCC3)cc1C	9	-1	-1	4	6	0.2	15	-3	-2
CC(=O)Nc1cccc(C(=O)OCc2ccc([N+](=O)[O-])cc2)c1	2	10	1	-3	-11	0.6	-5	9	-4
CC(=O)Nc1sc(N/N=C\c2ccco2)nc1-c1cccs1	-9	2	0	1	2	0.5	-12	-6	1
O=C(COC(=O)c1cc(=O)[nH]c2ccccc12)c1ccc(Br)cc1	9	-18	-3	10	-29	0.1	-15	-14	-2
O=c1oc2cc(O)ccc2cc1S(=O)(=O)c1ccccc1	19	-10	7	8	-18	1.7	2	-20	-4
CC(C)CCN1CCN(CCCc2ccccc2)CC1CCO (stereo unspecified)	-2	5	2	-1	-9	0.0	-2	-5	-8
C=CCOc1ccc(/C=C/C(=O)OCC(=O)N2CCC(c3ccccc3)=N2)cc1	10	-8	9	12	-13	0.2	-26	-19	-5
O=C(C1CCCN1S(=O)(=O)c1cccc2cccnc12)N1CCN(c2ccccc2)CC1 (stereo unspecified)	16	-18	2	13	-9	0.6	-9	4	1
O=C(CCNS(=O)(=O)c1ccc(OC(F)(F)F)cc1)N1CCN(S(=O)(=O)c2cccc(F)c2)CC1	13	-2	3	1	-3	4.8	-22	0	1
CCCN(S(=O)(=O)c1ccccc1F)S(=O)(=O)c1ccccc1Br	-8	-6	-2	-2	-4	0.2	-10	-9	-9
CCOC(=O)c1c(Nc2ccccc2)sc(/C=C2\C=Nc3ccccc32)c1O	1	-12	nt	9	nt	0.2	-11	0	-7
CCOc1ccc(N(C)C(=O)CCc2nnc3ccc(N4CCCCC4)nn23)cc1	0	-14	-2	11	12	0.4	7	-14	-4
O=C(Nc1cccnc1)/C(N=Nc1ccc(Cl)c(C(F)(F)F)c1)=C(\O)c1ccccc1	11	-8	2	4	-6	0.0	7	-9	-4
COc1ccc(CCN2CCCC(CN(C)Cc3cc(Cl)c(O)c(OC)c3)C2)cc1 (stereo unspecified)	-15	-3	1	-1	-12	-0.4	nt	9	-8
CCOc1ccc2nc(N(CCN(CC)CC)C(=O)c3ccc([N+](=O)[O-])cc3)sc2c1	26	44*	0	-6	0	1.0	9	-19	-7
CCC(=O)N1N=C(c2cccs2)CC1c1ccco1 (stereo unspecified)	1	-2	4	4	-4	-0.8	-17	11	-11
COc1ccc(S(=O)(=O)Nc2ccc3c(c2)C(=O)N([C@@H](C)CO)C[C@@H](C)[C@H](CN(C)C(=O)CCCN(C)C)OCCCC[C@H](C)O3)cc1	23	-9	1	6	-15	0.7	nt	-15	-11
CCCNC(=O)c1ccc2c(=O)c(O)c(-c3ccc(Cl)c([N+](=O)[O-])c3)[nH]c2c1	8	0	0	9	-6	-0.6	-7	-7	-2
COc1ccc(CNS(=O)(=O)c2cc3c(cc2Cl)NC(=O)CO3)cc1	20	-12	2	7	-6	1.4	3	-1	1
CCOC(=O)N1CCN(C(=O)c2ccc3ccccc3c2)CC1	-19	12	0	-7	-14	-0.3	-8	5	-9
CC(Cc1ccccc1)NC(=O)C1(c2ccccc2)CCOCC1 (stereo unspecified)	10	-6	0	9	14	-0.2	5	-5	-4
COc1ccc([C@@H]2[C@@H]3C(=O)N(C(C)(C)C)C(=O)[C@@H]3[C@]3(CC(C)C)C(=O)N(c4ccccc4)C(=O)N23)cc1	-8	-3	3	3	-2	-0.6	-19	8	-3
O=C(NC(=S)Nc1cccc(CO)c1)c1ccc(-c2ccccc2)cc1	4	2	6	1	6	1.3	1	7	-4
Cc1cc(=O)oc2cc(OCC(=O)NCCN3CCOCC3)c(Cl)cc12	7	0	0	1	-16	1.3	-10	-17	-2
O=C(Nc1ccc(-c2cscn2)cc1)C1CCCN(Cc2ccc(CO)o2)C1 (stereo unspecified)	5	1	1	0	-12	0.7	nt	5	-4
CCOC(=O)C1CCCN(Cc2sccc2C)C1 (stereo unspecified)	2	0	nt	4	nt	0.0	-10	-17	-11
O=C(CCC(NC(=O)OCc1ccccc1)C(=O)OCC(=O)N1CCCCC1)OCC(=O)N1CCCCC1 (stereo unspecified)	6	-3	10	4	-10	-0.3	-6	9	-5
CC1(C)C2C(Cl)(Cl)C2(C)c2ccccc2N1C=O (stereo unspecified)	13	-9	4	8	-13	0.0	-7	-9	-3
Cc1ccc(/C=N/NC(=O)c2nn(C)cc2Cl)cc1	17	5	1	7	6	0.6	-2	-4	-7
CCN(C(=O)COC(=O)CCn1c(C)csc1=O)c1c(N)n(Cc2ccccc2)c(=O)[nH]c1=O	-12	-8	2	5	-22	0.4	-12	-18	-3
COc1ccccc1/C=N/NC(=O)c1ccc(=O)n(C)c1	4	-8	4	6	-1	-0.2	-10	-4	0
CC(=O)Cn1ncc(N2CCCCC2)c(Cl)c1=O	15	-9	4	7	-1	0.4	1	-7	-11
Cc1cc(C(C)(C)C)oc1C(=O)N(CC(=O)NC1CCCC1)Cc1ccccc1Cl	20	-1	11	-5	33	5.3	25	-1	-4
CCCN(c1ccc(OCC)cc1)S(=O)(=O)c1ccc2c(c1)CCN2C(=O)CCC(=O)O	0	-17	17	16	5	0.0	-6	-10	-5
CCN1CCN(C(=O)C2CCC(=O)N(CCCN3CCCC3=O)C2)CC1 (stereo unspecified)	13	0	4	1	-20	0.6	8	-18	-4
O=C1NC(c2ccc3c(c2)OCO3)Nc2ccccc21 (stereo unspecified)	9	-18	0	7	-8	0.1	-5	-16	-5
COc1ccc(C2CC(c3ccccc3)=NN2C(=O)COC(=O)/C=C/c2ccc(O)c(OC)c2)cc1 (stereo unspecified)	5	2	6	1	9	0.5	-13	9	1
CCc1cccc2c(C(=O)CSc3nncn3-c3ccc(OC)cc3)c[nH]c12	16	-1	0	-17	1	2.4	2	-1	-12
